eIF4E-4G inh = eIF4E–eIF4G protein interaction inhibitors, primary screen, biochemical, uHTS, TR-FRET, eIF4GI fragment; inhibition, % at 21.7 µM; 0.37% of 220,000 active; TR-FRET eIF4E-eIF4GI(517-606) binding, 2 h; Eukaryotic translation initiation factor 4E (Mus musculus) + Eukaryotic translation …;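 active means inhibition above about 30%, limit read from the data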;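 further: 0% = full FRET control wells and 100% = background wells lacking eIF4GI fragment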
zVAD death inh = inhibitors of zVAD-triggered necroptosis, primary screen, L929 cells; L929 zVAD necroptosis rescue, ATP luminescence, 24 h; with zVAD 60 µM; viability rescue, % at 10 µM; 0.38% of 220,000 active; AID 1377, 2008;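 active means activation, scaled between plate controls, above about 75%, limit read from the data; inactive means activation under that limit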;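 further: 0% = zVAD with DMSO and 100% = DMSO alone without zVAD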
Mdm2 ligase inh = MDM2-luciferase reporter signal enhancers, primary screen, MDM2 E3 ligase inhibitor project, cell-based, luminescence, 1536-well; 0.11% of 210,000 active; signal enhancement, % at 5 µM; E3 ubiquitin-protein ligase Mdm2 (Homo sapiens), Q00987; AID 1230, 2008; cell-based MDM2 ubiquitination luciferase reporter, 2 h; 0 = plate control, 100 = twice control, blank-subtracted;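 active means signal enhancement of 30% or more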;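 further: luminescence tracks abundance of the self-degrading MDM2-luciferase fusion protein; higher signal means inhibition of MDM2 E3 ligase activity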
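Buffer or medium: Cells held in DMEM | Assay system: Stable mammalian line carrying autodegrading MDM2–luciferase fusion reporter | Quantity: 2000 cells/well | Times: 4 h settle plus 2 h compound, 37 °C | Doses: One concentration, 5 µM, with 0.2% DMSO | Technique: Luminescence with SteadyLite reagent, 15 min at room temperature | Benchmarks: Plate controls and plate blanks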
PERK inhibitor = block of dimerizer-induced PERK translation repression, primary screen, PERK inhibitor project, CHO PERK-DD cells, SEAP luminescence, HTS; CHO PERK-DD fusion, SEAP luminescence translation reporter; inhibition, % at 5.6 µM; Eukaryotic translation initiation factor 2-alpha kinase 3 (Homo sapiens), Q9NZJ5; 0.17% of 220,000 active;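 active means inhibition above the mean inhibition of all tested compounds plus 3 SD, set separately per screening campaign, cut at about 2.9% in these data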;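 further: PERK kinase domain activated by AP20187 dimerizer at 100 nM; 0% = DMSO with dimerizer and 100% = rapamycin at 8.4 µM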
TNF necrop inh = inhibitors of TNF-alpha triggered necroptosis, primary screen, cell-based, Jurkat FADD-/-, single concentration | Jurkat FADD-/- TNF necroptosis rescue, ATP luminescence, 24 h; 0 = TNF only, 100 = no-TNF cells | activation (protection from cell death), % at 10 µM | 0.068% of 220,000 active | AID 463075, 2010;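 active means activation, meaning protection from cell death, of at least 50% relative to plate controls; inactive means activation below 50%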;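 further: necroptosis triggered by 40 ng/mL TNF-alpha added together with compound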
Cl transport mod = KCC2 cotransporter modulators, thallium flux, primary screen, cell-based, HEK293 KCC2, FluoZin-2 fluorescence, MLSMR. KCC2 cells, thallium flux FluoZin-2 fluorescence. AID 1456, 2008. B-score of Tl+ flux slope (higher = more flux/activation; lower = inhibition) at 10 µM. 2.2% of 190,000 active. Solute carrier family 12 member 5 (Homo sapiens), Q9H2X9;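 active means thallium flux slope and its plate-corrected score both differing from the plate sample mean at a set confidence after two filtering rounds, in either direction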;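 further: slope of fluorescence scaled to starting intensity during 10 to 20 s after thallium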
Rad51 HR inh = human RAD51 strand exchange inhibitors, primary screen, biochemical, fluorescence | inhibition, % at 10 µM | hRad51 DNA strand exchange, fluorescence dequenching | 0.085% of 200,000 active;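 active means inhibition above 40% at the single screening dose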;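 further: 0% = DMSO control wells and 100% = blanks with heterologous ssDNA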
Target sequence (Q06609 whole entry, looked up): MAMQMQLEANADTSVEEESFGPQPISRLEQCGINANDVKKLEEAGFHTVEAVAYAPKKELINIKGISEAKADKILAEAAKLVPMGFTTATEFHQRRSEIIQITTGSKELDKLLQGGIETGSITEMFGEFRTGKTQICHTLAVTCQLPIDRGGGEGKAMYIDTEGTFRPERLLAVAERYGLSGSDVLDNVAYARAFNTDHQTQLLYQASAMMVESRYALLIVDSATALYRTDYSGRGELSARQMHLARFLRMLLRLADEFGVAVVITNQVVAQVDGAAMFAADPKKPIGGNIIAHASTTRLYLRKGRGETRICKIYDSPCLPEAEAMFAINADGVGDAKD
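material = hRad51 filaments on single-stranded DNA | timing = filaments 15 min 37 °C, then compound 30 min | signal = FRET fluorescence dequenching, excitation 485 nm, emission 520 nm | benchmarks = control wells and blank wells on each plate | evaluation = percent inhibition relative to plate controls and blanks | compound = 10 µM final, single point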
EBV gp42 block = Epstein-Barr virus gp42 inhibitors, primary screen, biochemical, uHTS, fluorescence polarization; Glycoprotein 42 (Epstein-Barr virus (strain AG876)), Q1HVG2; Fluorescence polarization binding assay, mP read-out; inhibition, % (tested at 21.74 µM); 0.42% of 220,000 active; in the data active means inhibition above about 50%
Target sequence (Q1HVG2 whole entry, looked up): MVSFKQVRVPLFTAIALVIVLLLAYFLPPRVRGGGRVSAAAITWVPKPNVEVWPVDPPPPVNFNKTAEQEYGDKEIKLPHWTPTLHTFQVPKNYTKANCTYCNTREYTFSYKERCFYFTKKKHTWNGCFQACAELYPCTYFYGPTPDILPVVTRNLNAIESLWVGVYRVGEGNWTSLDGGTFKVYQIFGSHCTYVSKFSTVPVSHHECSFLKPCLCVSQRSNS
Calpain2 inh = inhibitors of pig calpain II, primary screen, biochemical, fluorogenic peptide substrate, 1536-well; purified calpain II, 30 min; 0.37% of 220,000 active; inhibition, % at 16 µM; AID 1236, 2008;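 active means inhibition above about 50%, limit read from the data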
The depositor's hits bear a star; . = not tested or not shown; & = joins results of further samples; [ ] = dose if it differs, or a comment.

Values run as follows: eIF4E-4G inh	zVAD death inh	Mdm2 ligase inh	PERK inhibitor	TNF necrop inh	Cl transport mod	Rad51 HR inh	EBV gp42 block	Calpain2 inh
- CCCCCNCc1cccn1C
    -2.3[fluorescence artefact?]	-0.9	-13.4	0.6	0.7	-0.0764	-4.9	2.0	14.7
- COc1ccccc1Nc1nc2c(s1)CCC2
    9.7	-1.2	.	1.3	1.2	0.815	-2.5	2.6	18.5
- CCc1c(C)[nH]c2nc3ccccc3n2c1=O
    1.9	-0.7	0.6	-1.5	0.2	0.341	-2.8	1.6	-97.2
- Cc1sc(NC(=O)CN(Cc2ccc(F)cc2)C(=O)C(C)C)c(C(N)=O)c1C
    -0.5	0.8	-1.2	0.5	-4.9	-2.03	6.0	-8.6	-4.7
- COc1ccc(NC(=O)CCC(=O)N/N=C/c2cn(C)nc2C)cc1
    -7.1	1.2	-11.4	0.9	0.2	1.05	11.1	-11.5	-0.3
- Cc1ccn2c(NC3CCCC3)c(-c3ccccn3)nc2c1
    -3.8	4.3	-3.6	-0.7	-3.6	-1.15	3.5	10.7	-23.1
- CCc1nnc(NC(=O)CSc2nnc(-c3ccccc3O)n2CC)s1
    -0.8	-0.5	-11.3	-0.7	0.5	-0.236	-3.5	-10.6	-23.8
- C#CCSc1n[nH]c(=O)n1-c1cccc(C(F)(F)F)c1
    0.1	0.1	-3.5	0.5	-0.8	-0.91	6.2	-5.5	-7.6
- CCCCOC(=O)CNc1nnc(SCC(=O)OCC)[nH]c1=O
    -6.1[fluorescence artefact?]	-0.4	6.2	0.5	-3.8	0.415	4.8	-15.8	-28.7
- Cn1c(Cc2cccs2)nnc1SC/C=C/c1ccccc1
    1.8	0.8	-5.8	1.1	-1.2	.	-1.3	5.9	-10.0
- CSc1ccccc1NC(=S)Nc1ccccc1C(F)(F)F
    0.7[fluorescence artefact?]	-0.8	-18.4	0.7	-2.1	4.73*	-2.2	-3.2	-6.7
- OC(CN1CCN(c2cccc(C(F)(F)F)c2)CC1)c1c[nH]c2ccccc12 (configuration not stated)
    0.5	-0.1	-8.3	0.2	-5.4	.	-4.7	-10.3	5.0
- CC(c1ccco1)N(C(=O)Nc1ccccc1)C1CCCCC1 (configuration not stated)
    -0.2	1.8	-8.4	0.4	1.9	-0.914	0.8	-10.7	6.1
- CCCCN1C2=NCCCN2c2ccccc21
    0.4[fluorescence artefact?]	0.1	1.0	-0.3	-0.3	0.161	2.0	1.9	-22.4
- Cc1ccc(S(=O)(=O)N2CCOCC2)cc1NC(=O)COC(=O)c1n[nH]c(=O)c2ccccc12
    0.5	2.6	-1.6	0.5	-0.8	-0.335	-0.8	-3.3	-31.1
- COc1ccc(-c2ccc3ccccc3n2)cc1OC
    5.9	1.3	-4.2	0.3	-2.3	-1.18	-72.4	-2.2	-170.1
- CCc1ncc(C(O)c2cccc3ccccc23)n1C (configuration not stated)
    -1.0[fluorescence artefact?]	-0.1	-17.5	0.4	1.5	0.0686	3.0	-4.0	6.4
- CCn1c(CCn2c3ccccc3c3ccccc32)n[nH]c1=S
    -7.3	1.3	-12.7	-0.6	-0.4	0.322	-0.7	4.3	26.2
- COc1ccc(CC(=O)N2CCc3cc(OC)c(OC)cc3C2O)cc1OC (configuration not stated)
    -15.5	1.1	.	1.4	1.8	2.12	.	-8.3	-69.5
- COc1ccc(C2SCC(=O)N2CCc2ccc(OC)c(OC)c2)cc1 (configuration not stated)
    -4.7	-0.9	-8.0	-0.8	-5.9	-1.12	0.9	-1.8	17.2
- CCC(C)NC(=O)CC(C)C (configuration not stated)
    4.7	0.0	-10.4	1.0	1.6	0.319	11.8	-5.5	-22.8
- O=C(NC1CCCCC1)C(c1ccccc1)N(Cc1ccc2c(c1)OCO2)C(=O)c1cnsn1 (configuration not stated)
    2.7	0.2	-11.9	1.0	-0.3	0.128	4.6	-2.8	23.4
- COCCn1c(-c2ccc(Cl)cc2)nc2c(c(=O)c3ccccc3n2C)c1=O
    -1.9	0.8	-6.1	-0.6	-2.2	-2.62	0.7	-8.8	18.8
- O=C(Cc1cnc2ncnn2c1)N1CCc2c([nH]c3ccccc23)C1c1ccccc1F (configuration not stated)
    2.0	-0.5	-6.3	-0.3	-0.3	0.0204	4.1	5.0	-30.6
- COc1ccccc1-n1c(-c2ccccc2)c[n+]2c1CCc1ccccc1-2
    1.1&5.3	-0.6&-1.6	-44.7&-38.2	-0.2&1.5	-3.4&-5.4	0.526&-0.0869	2.4&-9.3	2.5&-29.7	1.7&-29.9
- O=C(C1CCN(S(=O)(=O)c2ccccc2F)CC1)N1CCc2ccccc2C1
    0.6	1.0	-12.7	1.6	-0.6	-2.91	9.2	-12.6	-0.3
- Cc1ccc(C2C(C(=O)c3sc(C)nc3C)=C(O)C(=O)N2CCN2CCOCC2)o1 (configuration not stated)
    7.1	-0.3	2.1	1.5	-1.1	0.925	-7.9	0.5	7.2
- O=C1CCC(=O)N1OCCOc1ccc2c(c1)CCC2
    -5.2	0.3	-3.0	1.2	0.7	1.7	.	-8.6	-9.3
- CS(=O)(=O)N(CC(=O)N1CCN(c2ccc(F)cc2)CC1)C1CCCCC1
    -3.0	0.4	-8.5	0.2	0.4	-3.33*	.	11.2	-25.2
- Cc1c(Cl)c(C(=O)NNC(=S)Nc2ccc(F)cc2)nn1C
    -4.2	48.8	3.9	0.1	-0.7	0.341	-23.2	-1.5	-11.2
- CC(C)N1C(=O)CCC1C(=O)NC1CCCC1 (configuration not stated)
    -1.9	0.7	0.1	1.1	0.0	.	-3.4	-7.8	-9.4
- CC(=O)Cn1c(C(F)(F)F)nc2ccccc21
    2.6	2.0	9.2	1.5	-0.4	0.506	-6.2	-5.0	-16.9
- O=C(CCCN1C(=O)/C(=C/c2ccccc2Cl)SC1=S)NNC(=O)c1ccc(Cl)cc1Cl
    1.4	-0.2	.	0.2	3.3	0.189	7.8	-29.4	51.9*
- Cc1cc(C)c(S(N)(=O)=O)c(C)c1-n1cnnn1
    -4.7	1.0	9.7	0.1	-0.5	0.131	-6.8	-6.7	-3.5
- CCSc1nnc(NC(=O)CCCOc2ccc(C)cc2)s1
    1.9	1.5	-4.8	0.2	0.7	-0.113	11.3	-6.4	-11.4
- C=CCc1cccc(/C=N/NC(=O)CCC(=O)Nc2ccc(F)cc2)c1O
    -2.5[fluorescence artefact?]	5.0	-8.4	0.0	-6.9	0.244	7.4	-16.7	-13.1
- Cc1cc(C)nc(NS(=O)(=O)c2ccc(NC(=S)NC(=O)CC(C)C)cc2)n1
    -2.6	0.4	-4.8	1.1	-1.1	1.82	.	-3.3	-16.1
- CCOC(=O)c1cn2nc(Oc3ccc(C#N)cc3)ccc2n1
    1.8	0.9	-1.9	0.3	1.9	0.569	-12.3	11.6	-81.3
- CC1CC(C)CN(C(=O)c2ccc3c(=O)n(Cc4ccc5c(c4)OCO5)c(=S)[nH]c3c2)C1 (configuration not stated)
    0.9	-0.3	-13.8	0.9	-0.3	2.79	0.9	-10.6	-87.9
- Cc1cccc(OCCCC(=O)Nc2ccc(N3CCOCC3)cc2)c1
    -0.9	1.1	-12.2	-1.4	1.6	0.872	5.4	2.5	-2.0
- CC(=O)c1cc(F)c(N2CCN(c3ccc([N+](=O)[O-])cc3F)CC2)cc1C
    3.4	1.8	-3.5	0.9	-0.4	.	-7.7	-21.7	-15.3
- CCOC(=O)C1(Cc2ccc(O)cc2)NC(c2ccco2)C2C(=O)N(c3ccccc3F)C(=O)C21 (configuration not stated)
    -3.2	-1.3	-14.7	-0.7	-0.8	0.82	-1.4	-11.7	-4.2
- COc1ccc(OC)c(NC(=O)CCN2CCN(c3ccccc3F)CC2)c1
    -5.5	-0.8	-14.6	-2.1	-1.0	-1.12	0.6	-19.8	-1.7
- CCN(C(=O)CSc1nc2cc(C(F)(F)F)ccc2n1Cc1ccccc1)C1CCS(=O)(=O)C1 (configuration not stated)
    0.3	-0.4	9.1	0.8	2.4	-0.0333	-3.9	-36.3	1.9
- Cc1ccc(NC(=O)c2ccc(NCCCN3CCOCC3)c([N+](=O)[O-])c2)cc1Cl
    4.5	11.5	.	-1.7	11.3	0.0254	.	9.0	-72.3
- CC(C)C(=O)Nc1cccc(C(=O)Nc2ccccc2C(=O)O)c1
    -4.1	0.3	-7.1	0.1	-0.7	.	-6.3	-9.8	-27.4
- CN(CC(=O)NC1CCCCCCC1)S(=O)(=O)c1cccc2cccnc12
    1.0	0.3	1.0	0.4	-0.2	.	-7.8	-12.7	-19.7
- Nc1nnc(SCC(=O)N2CCN(c3ccccc3)CC2)n1-c1ccccc1
    -4.7[fluorescence artefact?]	0.0	-2.6	1.7	-1.0	-0.424	-5.4	-8.5	-10.9
- C/C=C/c1ccc(OCCOCCOc2cccc3cccnc23)c(OC)c1
    -4.1[fluorescence artefact?]	0.6	-17.3	-1.0	3.1	-1.92	3.0	-4.5	26.3
- COc1cccc(NC(=O)CSCC(=O)Nc2ccccc2)c1
    9.9	-0.1	-16.1	2.5	0.8	.	-2.2	-14.1	-2.4
- COc1cccc(C(=O)NCCSc2ccc(Br)cc2)c1
    4.5	2.8	0.9	1.3	1.9	-0.987	14.2	-8.8	13.7

Screening data (PubChem)
